# Screens as filed in PubChem BioAssay.
# Growth percent in the NCI-60 one-dose screen (48 h, 10 µM unless noted): 100 = growth as untreated, 0 = no growth, -100 = all killed.
# BT-549 = BT-549 breast cancer. AID 1794793. hit rate 4.4% among 78,000
# K-562 = K-562 leukemia; hit rate 7.4% among 78,000
# MOLT-4 = MOLT-4 leukemia cells. hit rate 6.9% among 80,000
# MDA-MB-231 = MDA-MB-231 breast cancer | AID 1794789 | hit rate 5% among 81,000
# MCF7 = MCF7 breast cancer; hit rate 6.3% among 82,000
# SR = SR leukemia cells; hit rate 8.7% among 73,000
# MDA-MB-468 = MDA-MB-468 breast cancer; hit rate 8.5% among 78,000
# T-47D = T-47D breast cancer. AID 1794792. hit rate 5% among 79,000
# * = called active by the depositor; . = no result given; & = joins results of further samples. The calls were made as follows: active = growth percent below 10; inactive = the rest. Hits appear at their usual frequency; overall some 13% were active at least once.
# Below each SMILES – BT-549	MDA-MB-231	MDA-MB-468	SR	MOLT-4	MCF7	T-47D	K-562
(1) CN1C(=O)C(C2=NN(c3ccccc3)C(c3ccc(Cl)cc3)C2)C(=O)N(C)C1=O (stereo not drawn)
    76	94	56	68	63	75	80	69
(2) COc1ccc(C2NC(=O)c3cc(OC)c(OC)cc3N2)cc1 (stereo not drawn)
    91	110	.	100	113	104	96	103
(3) CC(C)=CCCC1(C)C(/C=N/Nc2ccccc2)C(C#N)(C#N)C1(C#N)C#N (stereo not drawn)
    105	91	99	90	92	89	81	86
(4) O=C(CC1Sc2ccccc2NC1=O)NNc1cccc(Cl)c1Cl (stereo not drawn)
    89	83	95	61	72	92	73	89
(5) O=[N+]([O-])c1ccc(N/N=C\c2cccc([N+](=O)[O-])c2)cc1
    96	92	102	82	79	97	81	89
(6) CCc1ccc(/C=C/c2ccc(O)c3ncccc23)[n+](C)c1
    66	91	20	7.3*	7.8*	54	31	.
(7) Cc1ccc2nc(-c3ccc(N4C(=O)/C(=C/c5ccccc5Cl)N=C4c4ccccc4)cc3)sc2c1
    83	56	.	85	44	68	57	76
(8) O=C(OCC1OC(n2cc(C(F)(F)F)c(=O)[nH]c2=O)CC1OC(=O)c1ccc([N+](=O)[O-])cc1)c1ccc([N+](=O)[O-])cc1 (stereo not drawn)
    60	95	85	60	77	34	74	62
(9) CCCCCCCCCCCCCCCCC(Br)C(=O)O (stereo not drawn)
    122	115	96	105	97	93	87	86
(10) CC(=O)Oc1ccccc1C(=O)N=C1[Se]CCCN1C(=O)c1ccccc1OC(C)=O
    -97*	-58*	-19*	.	9.2*	16	85	32
(11) NC1C(N)C(N)C1N (stereo not drawn)
    107	94	122	87	84	.	102	99
(12) COc1ccc2c(ccc[n+]2CC(=O)c2ccccc2)c1
    110	104	100	109	103	86	101	90
(13) Nc1cc(S(=O)(=O)O)cc2cccc(O)c12
    .	101	120	100	90	92	91	92
(14) CCC1(C(=O)NC(=Nc2ccccc2)Nc2ccccc2)CCOC1=O (stereo not drawn)
    103	100	101	106	106	103	103	98
(15) COc1ccc(/C=N\NC(=O)OC(C)(C)C)c(OC)c1OC
    111	104	.	100	103	95	95	102
(16) CCCCCCC1OCCO1
    104	127	108	92	93	100	100	93
(17) C=CC(=O)Nc1cccc(-c2nc(SC)nc(Nc3ccc(OC)cc3)c2C#N)c1
    89	88	110	.	89	89	80	83
(18) Cc1cc(C2(c3cc(C)c(OCC(O)CNN(C)C)cc3C(C)C)OC(=O)c3ccccc32)c(C(C)C)cc1OCC(O)CNN(C)C (stereo not drawn)
    81	66	69	73	47	71	59	60
(19) OCc1cnccc1NC1CCCCCC1
    105	107	109	95	119	94	95	99
(20) CCc1ccccc1-c1nc(CN[C@@H]2C[C@@H]3C[C@H]([C@H]2C)C3(C)C)c(C)o1
    -90*	-78*	-83*	-16*	-28*	-84*	-60*	12
(21) FC(F)(F)c1nnc2n1NC(c1ccccc1)=CS2
    94	88	87	95	98	95	87	93
(22) CCOC(=O)/C=C/c1ccc(O)cc1
    73	94	102	103	73	105	87	56
(23) COc1ccc(-n2cc(CSc3nnc(Cn4c(C(F)(F)F)nc5ccccc54)o3)nn2)cc1
    95	88	96	94	101	92	90	115
(24) Cc1ccc(/C=C/C2=NN(c3ccc(Cl)cc3)C(c3ccc(C)o3)C2)o1 (stereo not drawn)
    91	110	117	96	83	75	78	93
(25) O=[N+]([O-])c1cccc(C2OCC3(CO2)COC(c2cccc([N+](=O)[O-])c2)OC3)c1 (stereo not drawn)
    112	103	124	.	79	72	104	100
(26) O=C(N/N=C/c1cccc(S(=O)(=O)O)c1)c1ccncc1
    .	107	108	99	90	104	89	96
(27) CNS(=O)(=O)Oc1ccc(NC(=O)C23CC4CC(CC(C4)C2)C3)cc1
    109	107	98	99	96	95	100	99
(28) O=C(O)c1ccc(-n2c(-c3ccccc3)nc(-c3ccccc3)c2-c2ccccc2)cc1
    98	101	98	80	105	96	79	99
(29) N#CC(C#N)=CN
    112	103	105	97	108	96	112	106
(30) Cc1ccc(NC(=O)Cn2nncc2COc2ccc3ccccc3c2C=O)cc1
    89	87	95	100	87	89	91	99

# Numbers 1 through 19, quoted:
# Below each SMILES – BT-549	MDA-MB-231	MDA-MB-468	SR	MOLT-4	MCF7	T-47D	K-562
(1) CN1C(=O)C(C2=NN(c3ccccc3)C(c3ccc(Cl)cc3)C2)C(=O)N(C)C1=O (stereo not drawn)
    76	94	56	68	63	75	80	69
(2) COc1ccc(C2NC(=O)c3cc(OC)c(OC)cc3N2)cc1 (stereo not drawn)
    91	110	.	100	113	104	96	103
(3) CC(C)=CCCC1(C)C(/C=N/Nc2ccccc2)C(C#N)(C#N)C1(C#N)C#N (stereo not drawn)
    105	91	99	90	92	89	81	86
(4) O=C(CC1Sc2ccccc2NC1=O)NNc1cccc(Cl)c1Cl (stereo not drawn)
    89	83	95	61	72	92	73	89
(5) O=[N+]([O-])c1ccc(N/N=C\c2cccc([N+](=O)[O-])c2)cc1
    96	92	102	82	79	97	81	89
(6) CCc1ccc(/C=C/c2ccc(O)c3ncccc23)[n+](C)c1
    66	91	20	7.3*	7.8*	54	31	.
(7) Cc1ccc2nc(-c3ccc(N4C(=O)/C(=C/c5ccccc5Cl)N=C4c4ccccc4)cc3)sc2c1
    83	56	.	85	44	68	57	76
(8) O=C(OCC1OC(n2cc(C(F)(F)F)c(=O)[nH]c2=O)CC1OC(=O)c1ccc([N+](=O)[O-])cc1)c1ccc([N+](=O)[O-])cc1 (stereo not drawn)
    60	95	85	60	77	34	74	62
(9) CCCCCCCCCCCCCCCCC(Br)C(=O)O (stereo not drawn)
    122	115	96	105	97	93	87	86
(10) CC(=O)Oc1ccccc1C(=O)N=C1[Se]CCCN1C(=O)c1ccccc1OC(C)=O
    -97*	-58*	-19*	.	9.2*	16	85	32
(11) NC1C(N)C(N)C1N (stereo not drawn)
    107	94	122	87	84	.	102	99
(12) COc1ccc2c(ccc[n+]2CC(=O)c2ccccc2)c1
    110	104	100	109	103	86	101	90
(13) Nc1cc(S(=O)(=O)O)cc2cccc(O)c12
    .	101	120	100	90	92	91	92
(14) CCC1(C(=O)NC(=Nc2ccccc2)Nc2ccccc2)CCOC1=O (stereo not drawn)
    103	100	101	106	106	103	103	98
(15) COc1ccc(/C=N\NC(=O)OC(C)(C)C)c(OC)c1OC
    111	104	.	100	103	95	95	102
(16) CCCCCCC1OCCO1
    104	127	108	92	93	100	100	93
(17) C=CC(=O)Nc1cccc(-c2nc(SC)nc(Nc3ccc(OC)cc3)c2C#N)c1
    89	88	110	.	89	89	80	83
(18) Cc1cc(C2(c3cc(C)c(OCC(O)CNN(C)C)cc3C(C)C)OC(=O)c3ccccc32)c(C(C)C)cc1OCC(O)CNN(C)C (stereo not drawn)
    81	66	69	73	47	71	59	60
(19) OCc1cnccc1NC1CCCCCC1
    105	107	109	95	119	94	95	99

# Grouped by structure: the compounds so far containing a CF3 group
# Below each SMILES – BT-549	MDA-MB-231	MDA-MB-468	SR	MOLT-4	MCF7	T-47D	K-562
(8) O=C(OCC1OC(n2cc(C(F)(F)F)c(=O)[nH]c2=O)CC1OC(=O)c1ccc([N+](=O)[O-])cc1)c1ccc([N+](=O)[O-])cc1 (stereo not drawn)
    60	95	85	60	77	34	74	62
(21) FC(F)(F)c1nnc2n1NC(c1ccccc1)=CS2
    94	88	87	95	98	95	87	93
(23) COc1ccc(-n2cc(CSc3nnc(Cn4c(C(F)(F)F)nc5ccccc54)o3)nn2)cc1
    95	88	96	94	101	92	90	115

# New compounds follow
# Below each SMILES – BT-549	MDA-MB-231	MDA-MB-468	SR	MOLT-4	MCF7	T-47D	K-562
(31) Cc1ccc(S(=O)(=O)c2ccsc2NC(=O)c2ccccc2)cc1
    112	81	54	.	109	58	80	38
(32) Cc1nn(-c2ccccc2)cc1/C=C/C(=O)c1ccc(-c2cc3ccccc3oc2=O)nc1C
    106	102	88	84	96	85	100	93
(33) c1ccc2sc(SCc3nc(-c4ccc5c(c4)OCO5)no3)nc2c1
    96	95	100	104	102	97	99	106
(34) Cn1c(=O)c2ncn(CC(=O)O)c2n(C)c1=O
    100	105	103	107	108	102	110	103
(35) Cn1cc(C(=O)c2nc(-c3cn(C)c4ccc(F)cc34)no2)c2cc(F)ccc21
    106	97	94	.	100	47	91	96
(36) O=C(/C=C/c1ccc(-c2ccccc2)cc1)c1ccccc1
    83&99	107&118	97&100	84&64	95&70	93&109	92&85	102&73
(37) Cc1cnc(SCc2ccccc2Cl)[nH]c1=O
    .	106	112	92	99	105	108	92
(38) NC(=O)CC(NC(=O)C(F)(F)F)C(=O)O (stereo not drawn)
    102	105	98	104	102	91	98	110
(39) COc1ccc(/C=N\NC(=S)Nc2ccc(F)cc2)cc1OC
    93&112	98&91	110&108	93	102&95	90&93	87&102	113&94
(40) CCOC(=O)c1ccc(NC(=O)Nc2ncc(Cl)cc2Cl)cc1
    106	94	95	96	93	98	73	79
(41) C=C1C(=O)O[C@H]2[C@H]1CC/C(COC(=O)c1cccc3ccccc13)=C\CC[C@@]1(C)O[C@@H]21
    -45*	-68*	-45*	-31*	-15*	-43*	-60*	.
(42) Cc1cnc2cccc(C)n2c1=O
    98	105	110	101	100	99	100	92
(43) CC(=O)c1ccc(-n2cc(CN3CCN(c4cc5c(cc4F)c(=O)c(C(=O)O)cn5C4CC4)CC3)nn2)cc1
    102	97	73	100	102	73	96	101
(44) CC1(C)CC(=O)c2c(nc3ccc(Cl)cc3c2-c2ccccc2)C1
    86	85	92	69	68	86	86	56
(45) Cc1ccc(NC(=O)CN2CCN(c3cc(=O)n(-c4ccccc4)c4ccccc34)CC2)cc1
    82	73	41	80	51	74	42	45
(46) c1ccc(CN2c3nc4ccccc4cc3Sc3cc4ccccc4nc32)cc1
    86	94	.	81	101	61	100	95
(47) CCCNC(=O)OCC
    100	103	105	99	100	96	94	100
(48) C/C(=C\c1ccccc1)c1ccccc1
    98	112	112	92	92	115	92	94
(49) CC(C)C(/C=C/c1ccccc1)=N\NS(=O)(=O)c1ccccc1
    100	106	104	.	92	111	87	85
(50) O=C(Nc1ccccc1)Nc1ncnc2c1ncn2-c1ccccc1
    89	68	74	71	94	79	51	99
(51) O=C(O)CCNS(=O)(=O)c1ccc(-c2ccccc2)cc1
    127	123	.	89	118	106	108	114
(52) Brc1ccc(-c2cn3ccnc3c(-c3ccc(Br)cc3)n2)cc1
    18	47	33	13	30	22	37	17
(53) COc1ccc(Nc2nc3ccc(NC(=O)Nc4cccc(Cl)c4)cc3[nH]c2=O)cc1
    99	70	98	82	88	71	88	96
(54) CCc1ccc(N=C2c3ccccc3-c3ccc([N+](=O)[O-])cc32)cc1
    89	107	90	88	84	94	77	91
(55) COC(=O)[C@@H](OC(=O)NS(=O)(=O)N(c1ccc(F)cc1)C1CCN(C(=O)OC(C)(C)C)CC1)C(C)C
    102	98	99	102	101	91	86	.
(56) C[C@H](C(=O)N[C@@H](Cc1ccc(-c2ccc(S(=O)(=O)O)cc2)cc1)C(=O)NC1CC(C)(C)NC(C)(C)C1)c1ccc(-c2ccccc2)c(F)c1
    88	111	101	107	98	109	91	107
(57) COc1ccc2c(Nc3ccc(NS(C)(=O)=O)cc3)c3ccccc3nc2c1
    50	3.5*	-59*	-12*	2.2*	11	2.9*	6.8*
(58) Cc1cccc(OCC(=O)O)c1C
    105	115	105	116	110	118	97	115
(59) NC(=O)c1ccsc1Nc1ccnc(C(F)(F)F)c1
    97	117	93	82	93	99	86	95
(60) O=C1NCN(c2ccccc2)C12CCN(CCCC(c1ccc(F)cc1)c1ccc(F)cc1)CC2
    62	78	43	8.5*	34	38	94	6.4*
(61) CC(=O)C(N=Nc1ccc(C)cc1[N+](=O)[O-])C(=O)Nc1ccccc1 (stereo not drawn)
    .	98	107	100	100	98	95	98
(62) Cc1ccc(NC(=S)NNC(=S)Nc2ccc(C)cc2)cc1
    72&93	73&106	34&99	27&90	45&98	29&91	47&101	19&97
(63) O=C(O)c1ccccc1Oc1cc(-c2ccco2)nc(OCCn2cnc3nc[nH]c3c2=O)n1
    103	127	121	.	91	92	104	103
(64) Cc1ccc(C(=O)CSc2nnc(-c3cnccn3)n2-c2ccccc2)cc1
    73	111	82	102	70	88	60	73
(65) O=C(CSc1nnc(-c2ccc(NC(=O)c3cccnc3)cc2)o1)Nc1ccc([N+](=O)[O-])cc1
    93	69	131	.	105	88	95	94
(66) Cn1cc(-c2ccc(-c3cn(C)c4ncccc34)[nH]2)c2cccnc21
    -12*	64	-24*	.	.	75	-29*	.
(67) O=c1c(O)c(-c2ccccc2)oc2ccc(O)cc12
    68	88	98	54	72	100	87	89
(68) CCOC(=O)C(C#N)(Cc1ccc2ccccc2n1)Cc1ccc2ccccc2n1
    109	103	109	95	80	105	84	93
(69) CC(C)C(=O)NCCCCN1CCCCC1
    96	109	112	106	99	98	113	102
(70) O=C(Nc1ccccc1)c1cccc([N+](=O)[O-])c1
    .	102	95	106	97	89	.	100
(71) CCC1(C)CCC(C)(CC)c2c1cc([N+](=O)[O-])c(C)c2[N+](=O)[O-] (stereo not drawn)
    .	103	93	73	95	90	86	94
(72) COc1cccc(C(C#N)NCCCNC(C#N)c2cccc(OC)c2OC)c1OC (stereo not drawn)
    103	111	107	112	100	98	.	112
(73) O=C(O)c1ccc(-c2nn(-c3ccc(C(=O)O)cc3)cc2CNc2ccc3c(c2)OCO3)cc1
    100	95	119	100	102	104	98	110
(74) Cc1cc(C)c2c(=O)[nH]c(SCC(=O)Nc3cccc(S(=O)(=O)N(C)C)c3)nc2n1
    103	88	.	71	96	97	92	94
(75) CCCC(=O)NC(c1cccnc1)c1ccc2c(C)ccnc2c1O (stereo not drawn)
    26	33	-2.0*	41	14	-2.7*	21	21
